Screens (PubChem BioAssay)
Ecoli viability: bacterial growth inhibition, counter-screen for AddAB inhibitors; E. coli V3065 growth, OD600 absorbance, 18 h; inhibition, % at 11.9 µM; actives 0.27% (n = 330,000);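 active means inhibition above the campaign's mean inhibition across all tested compounds plus 3 SD, cut at about 9.9% in these data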;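 further: uninfected addAB+ strain grown without phage in ampicillin broth; 0% = DMSO wells and 100% = ciprofloxacin 0.95 µg/ml wells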
Tat export inh: E. coli Tat transport inhibition; actives 0.036% (n = 340,000); AID 488895; E. coli MC4100 TorA-mCherry Tat export, fluorescence; inhibition, % at 10 µM;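 active means mean replicate inhibition at least 50% and at least half of replicates individually reaching 50%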;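 further: exported cargo escapes ClpAP degradation while cytoplasmic cargo is degraded and loses fluorescence; 0% = median of neutral control wells and 100% = median of NaSCN control wells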
AddAB inh: less growth of phage-infected E. coli with AddAB | inhibition, % at 11.9 µM | AID 435030 | actives 0.29% (n = 330,000) | E. coli expressing H. pylori AddAB, absorbance growth; in the data active means inhibition above about 12%;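 further: 0% = vehicle wells of infected cells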
OPRM1-OPRD1 ag: OPRM1-OPRD1 heterodimerization agonism. P35372+P41143. cells, luminescence. activation, % at 9.3 µM. actives 0.3% (n = 340,000); in the data active means activation above about 18%;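 further: 0% = vehicle-treated cells and 100% = reference agonist; values of inactives mirror those of a sister screen read the other way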
phage Ecoli inh: E. coli growth loss with phage present; actives 0.26% (n = 360,000); AID 651602; inhibition, % at 11.9 µM; growth absorbance; in the data active means inhibition above about 11%
Arrestin-AP2 inh: human beta-arrestin and AP2 interaction inhibition. FITC-arrestin peptide / GST-AP2 beads, flow cytometry; AP2 beta2 appendage carries R879A mutation. inhibition, % at 10 µM. actives 0.31% (n = 340,000). AID 504490;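 active means inhibition above a set limit, near 3 SD of compounds lacking own fluorescence, cut at about 54% in these data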;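 further: plate controls were DMSO wells for no effect and 5 µM unlabelled arrestin peptide for full effect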
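Material – GST-tagged AP2 beta2-adaptin appendage (R879A) on 4 µm glutathione beads · Probe or stimulus – fluorescein-tagged arrestin peptide at 50 nM final · Timing – 12 min plus 1 h, RT · Detection – bead flow cytometry, FITC channel · Read-out basis – inhibition as reduced fluorescein signal on beads, percent · Medium – PBS plus Tween 20 (0.05%) and BSA (0.1%)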
PfHsp90 yeast 2: growth inhibition of yeast expressing Plasmodium Hsp90 | inhibition, % at 9.4 µM | actives 0.32% (n = 310,000) | S. cerevisiae expressing PfHsp90, BacTiter-Glo ATP, 48 h; yeast lacking PDR1 and PDR3 efflux regulators;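 active means every replicate shows inhibition above about 80%, whatever the replicate mean, limit read from the data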;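 further: 0% = DMSO neutral controls and 100% = 20 µM radicicol positive controls; yeast relying on Plasmodium falciparum Hsp90 in place of its own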
Mot1-301 SUMO: blocks SUMOylation pathway, rescuing yeast Mot1-301 growth; growth rescue, % at 18.8 µM; S. cerevisiae Mot1-301 growth rescue, ATP luminescence, 38.5C; percent above DMSO median, 100 means doubled; AID 2716; actives 1% (n = 320,000);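 active means every valid replicate shows activation above 250% relative to neutral control wells; inactive means the rest, any valid replicate at or below 250%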;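 further: OY570 slx delta 5 strain wells were the positive control but not used for scaling; some compounds called inactive have numbers as strong as hits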
MOR-DOR inv ag: mu-delta opioid heterodimer inverse agonism; P35372+P41143; actives 0.21% (n = 340,000); inhibition, % at 9.3 µM; cell-based MOR-DOR heterodimer luminescence; AID 504357; in the data active means inhibition above about 22%, passing the limit was not always enough;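 further: 0% = cells with DMSO and 100% = wells without cells with DMSO; values of inactives mirror those of a sister screen read the other way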
PKA-R1A act: activators of PKA-R1A complex | PKA-R1A dissociation, Cy5-IP20 fluorescence polarization; scaled: DMSO 0%, 113 µM cGMP 100% | activation, % at 11.4 µM | actives 0.083% (n = 340,000) | AID 504707;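 active means percent activation above the mean of all tested compounds plus 3 SD, cut at about 19% in these data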;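 further: higher means more PKAc released from R1A so a rise in polarization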
Pemphigus Ab inh: blocks pemphigus antibody binding to human desmoglein-3. binding (percent of control), % at 10 µM. DSG3-coupled beads, scFv-anti-DSG3-GFP binding, flow cytometry; hits give low values. P32926. actives 0.48% (n = 310,000);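 active means binding more than 3 SD below its plate's average and above zero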;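 further: hits lower antibody fragment binding to DSG3; some compounds called inactive have numbers as strong as hits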
Target sequence (P32926 whole entry, looked up, the tested form may be a part): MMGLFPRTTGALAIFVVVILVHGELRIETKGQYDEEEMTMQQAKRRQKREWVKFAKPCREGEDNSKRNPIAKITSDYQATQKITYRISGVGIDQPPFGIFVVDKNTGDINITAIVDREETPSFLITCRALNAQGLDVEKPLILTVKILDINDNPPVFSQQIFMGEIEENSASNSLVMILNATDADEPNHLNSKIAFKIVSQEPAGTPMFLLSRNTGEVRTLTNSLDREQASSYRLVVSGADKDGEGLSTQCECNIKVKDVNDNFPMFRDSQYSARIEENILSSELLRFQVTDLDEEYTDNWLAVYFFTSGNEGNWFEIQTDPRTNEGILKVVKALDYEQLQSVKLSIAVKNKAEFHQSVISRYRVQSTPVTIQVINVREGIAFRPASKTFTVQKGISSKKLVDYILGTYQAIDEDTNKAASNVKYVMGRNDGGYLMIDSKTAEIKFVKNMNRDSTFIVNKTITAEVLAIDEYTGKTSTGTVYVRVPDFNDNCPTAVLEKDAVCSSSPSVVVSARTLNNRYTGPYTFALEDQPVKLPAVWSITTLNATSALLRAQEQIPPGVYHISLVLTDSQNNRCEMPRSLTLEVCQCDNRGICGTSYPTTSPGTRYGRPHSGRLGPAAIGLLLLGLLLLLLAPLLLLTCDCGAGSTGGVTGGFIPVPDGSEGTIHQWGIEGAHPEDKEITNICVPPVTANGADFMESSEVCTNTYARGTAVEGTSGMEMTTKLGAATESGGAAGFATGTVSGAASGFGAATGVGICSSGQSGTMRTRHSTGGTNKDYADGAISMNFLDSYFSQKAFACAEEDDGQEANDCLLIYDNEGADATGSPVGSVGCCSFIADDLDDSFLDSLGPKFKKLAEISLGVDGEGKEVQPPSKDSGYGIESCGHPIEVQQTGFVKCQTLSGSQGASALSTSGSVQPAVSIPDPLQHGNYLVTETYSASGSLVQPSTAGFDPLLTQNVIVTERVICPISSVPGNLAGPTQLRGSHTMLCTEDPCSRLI
An asterisk follows results filed as active; nt = no result given. No enrichment for hits. Share with any hit: about 2.8%.

SMILES,Ecoli viability,Tat export inh,AddAB inh,OPRM1-OPRD1 ag,phage Ecoli inh,Arrestin-AP2 inh,PfHsp90 yeast 2,Mot1-301 SUMO,MOR-DOR inv ag,PKA-R1A act,Pemphigus Ab inh
Cc1[nH]c(=O)[nH]c(=O)c1S(=O)(=O)Nc1ccc(F)c(Cl)c1,nt,-4,nt,-1.4,-1.9,12,-1,-17,7,1,107
Cc1ccc(S(=O)(=O)/N=C2\C=C(NS(=O)(=O)c3ccccc3)C(=O)c3ccccc32)cc1,nt,1,nt,-3.2,3.3,29,-3,nt,17,-10,101
CC(=O)Nc1ccc(S(=O)(=O)N2CCCC2C(=O)O)cc1 (centres undefined),0.1,12,0.2,-1.6,0.6,2,45,-5,9,-8,98
CCN1C(=O)c2ccc(C(=O)Nc3cccc(C(=O)O)c3)cc2C1=O,2.3,0,0.0,-2.8,3.7,6,1,-15,14,-4,98
CCOC(=O)Cc1cc(=O)n2[nH]c(C)c(-c3ccccc3)c2n1,-1.6,-6,-0.7,-2.2,1.8,7,8,-6,12,6,112
Cc1cc(=O)n2ncnc2n1COCCO,-0.2,-8,-1.4,-1.3,3.4,5,7,2,7,-14,98
CCS(=O)(=O)N1N=C(c2cccc(NS(C)(=O)=O)c2)CC1c1ccc(C)cc1 (centres undefined),0.9,3,0.8,-1.2,3.8,2,9,5,9,-12,332
COc1cccc(C(=O)OCCCN(C)C)c1,0.9,2,2.1,0.8,3.1,12,16,-6,-4,0,105
CN(C)CCCNC(=O)C1(O)c2cc(Br)ccc2NC(=O)N1c1ccc(Cl)cc1 (centres undefined),2.8,-6,2.8,-1.9,-0.6,-14,-2,-6,9,1,98
CC(NCc1ccc([N+](=O)[O-])cc1)C1COc2ccccc2O1 (centres undefined),-1.4,-4,0.2,2.8,1.6,-12,-12,6,-14,-6,98
O=c1sc2ccccc2n1CCOc1ccccc1,-1.2,-3,-1.0,-0.2,1.0,-6,nt,31,1,-1,115
CC(C)CCN1C(=O)c2ccc(C(=O)OCC(=O)N(CC(C)C)C3CCS(=O)(=O)C3)cc2C1=O (centres undefined),-0.3,8,3.7,-0.8,1.1,1,44,1,3,-20,99
O=C(c1cc(Cl)ccc1Cl)N1CCc2ccccc21,-0.9,-5,2.7,-1.9,-3.1,-4,15,-15,10,3,96
CC(C)(C)NC(=O)C(OC(=O)Cn1nnc(-c2ccc(F)cc2)n1)c1ccncc1 (centres undefined),-1.7,-15,-0.1,0.5,0.8,-10,26,8,-3,-3,97
O=C(Cn1cnc2ccccc2c1=O)Nc1ccc2c(c1)OCCO2,-1.1,-6,-0.9,-3.9,1.9,-12,nt,5,20,-9,100
COCCN(C(=O)Cc1cccs1)C(C(=O)NCc1ccc(OC)cc1)c1ccccc1 (centres undefined),2.5,-3,0.5,-2.2,-1.1,5,14,4,13,-5,102
CCC(C)Sc1nc2ccccc2n1CC(=O)O (centres undefined),-0.7,-6,0.7,-0.4,2.2,-2,14,-4,2,-11,100
CCOC(=O)C(CCCOc1ccc(C)cc1)C(=O)OCC,-0.7,0,-1.6,5.4,4.6,3,-9,-7,-31,-9,107
CC(=O)c1ccc(C(=O)N2CCC(CO)(Cc3cccc(C(F)(F)F)c3)CC2)cc1,-4.9,4,-3.4,0.9,6.5,6,4,-2,-5,6,103
CC(C)=CCc1c(O)cc(O)c2c(=O)c(O[C@@H]3O[C@@H](C)[C@H](O)[C@@H](O)[C@H]3O)c(-c3ccc(O)cc3)oc12,-0.5,10,4.0,-1.1,nt,22,nt,-6,6,7,102
Cc1cccc(NC(=O)CSc2nnc(CCCCCNC(=O)OC(C)(C)C)o2)c1C,-1.1,4,-0.7,-0.8,2.6,-5,-12,-8,4,-9,89
CC(CN(C)Cc1ccccc1)OC(=O)c1ccccc1F (centres undefined),1.7,10,7.1,6.2,0.6,3,-9,-3,-28,-10,109
O=C(NN=C1c2ccccc2-c2ccccc21)c1ccccn1,-1.7,-3,-0.8,2.5,nt,3,-15,4,-14,-9,103
CC(=O)c1ccc(OCCCC(=O)NC(C)c2ccc(S(N)(=O)=O)cc2)cc1 (centres undefined),0.6,-6,-0.1,-3.2,-0.8,24,2,2,17,-13,100
CC1CCCCC1NC(=O)c1cc2c(s1)CS(=O)(=O)C2 (centres undefined),0.0,0,4.7,1.7,2.1,-9,-3,-1,-10,-2,98
Cc1cccc(/C=N/NC(=O)Cn2nc(C)cc2C)n1,-0.1,-1,-2.1,-1.4,3.6,7,-7,0,7,4,93
COC(=O)C(F)(F)Sc1c(C)[nH]c2ccccc12,-1.6,0,-0.6,-1.4,0.4,9,2,7,8,3,97
CC1CCCC(NC(=O)COC(=O)c2ccc3ccccc3n2)C1C (centres undefined),-0.7,1,-0.5,-2.4,2.1,-5,nt,-20,12,5,109
CC(C)NC(=O)N(C)C[C@H]1Oc2c(NC(=O)c3ccc(-c4nccs4)cc3)cccc2C(=O)N([C@@H](C)CO)C[C@H]1C,-2.3,-5,-0.4,8.8,-0.8,4,17,6,-49,9,102
COc1cc(-c2noc(C)c2C(=O)NCCO)cc(OC)c1OC,-1.2,0,1.9,-0.9,-0.6,-4,-13,0,5,-1,111

3 entries already listed, sorted by SMILES length, high to low.
SMILES,Ecoli viability,Tat export inh,AddAB inh,OPRM1-OPRD1 ag,phage Ecoli inh,Arrestin-AP2 inh,PfHsp90 yeast 2,Mot1-301 SUMO,MOR-DOR inv ag,PKA-R1A act,Pemphigus Ab inh
CC(C)=CCc1c(O)cc(O)c2c(=O)c(O[C@@H]3O[C@@H](C)[C@H](O)[C@@H](O)[C@H]3O)c(-c3ccc(O)cc3)oc12,-0.5,10,4.0,-1.1,nt,22,nt,-6,6,7,102
CC(C)NC(=O)N(C)C[C@H]1Oc2c(NC(=O)c3ccc(-c4nccs4)cc3)cccc2C(=O)N([C@@H](C)CO)C[C@H]1C,-2.3,-5,-0.4,8.8,-0.8,4,17,6,-49,9,102
Cc1cccc(NC(=O)CSc2nnc(CCCCCNC(=O)OC(C)(C)C)o2)c1C,-1.1,4,-0.7,-0.8,2.6,-5,-12,-8,4,-9,89

Continuation.
SMILES,Ecoli viability,Tat export inh,AddAB inh,OPRM1-OPRD1 ag,phage Ecoli inh,Arrestin-AP2 inh,PfHsp90 yeast 2,Mot1-301 SUMO,MOR-DOR inv ag,PKA-R1A act,Pemphigus Ab inh
COC(=O)c1cccc(Nc2ncnc3sccc23)c1,0.9,0,-0.8,-1.2,3.4,6,-6,5,6,9,108
CCOCCn1c(COc2ccc(C)cc2)nc2ccccc21,-0.6,-4,0.2,-2.2,2.4,0,21,12,12,-9,115
O=C(N/N=C/c1cc(Br)cc(Cl)c1O)c1ccc2c(c1)OCO2,-0.4,2,0.4,5.9,4.9,31,-49,21,-30,-6,106
COc1ccc(/C=C/C(=O)Nc2ccc(-c3nnc4n3CCCCC4)cc2)c(OC)c1,2.1,7,3.9,-3.1,1.9,-4,-5,-12,16,1,99
CCC(c1nnc(SCC(=O)Nc2ccc(C(N)=O)cc2)n1Cc1ccccc1)N(C)C (centres undefined),0.4,-5,1.5,-2.5,2.3,-3,-16,347,13,1,105
COc1cc(CC(=O)NNC(=O)c2cc(C)oc2C)cc(OC)c1OC,-0.6,-9,-1.7,-1.6,3.3,-7,24,-1,8,-14,89
COc1oc(-c2ccccc2)nc1C(F)(F)F,1.1,-5,0.4,2.2,3.5,0,6,8,-13,4,98
CC(C)C(NC(=O)c1ccco1)C(=O)OCC(=O)c1ccccc1 (centres undefined),1.4,-7,2.5,-3.7,2.2,-8,-11,4,20,18,106
COc1cc(-c2nnc(COC(=O)c3ccc(C)o3)o2)cc(OC)c1OC,-2.8,-4,-1.4,1.2,-1.4,-2,-5,-15,-5,3,nt
Cc1ccc(-c2csc(Cc3nc(-c4ccc5c(c4)CCC(=O)N5)cs3)n2)cc1,-2.0,0,-1.1,0.5,0.0,-2,-12,-16,-3,-2,92
O=C(NCCOc1cccc2cccnc12)c1cccs1,-0.1,1,-0.3,-1.7,3.7,13,11,0,9,8,104
C/C(=N\NC(=O)c1ccc(F)cc1)c1ccc(NC(=O)Cc2ccccc2)cc1,3.6,-2,3.0,0.0,2.5,-6,-14,8,0,1,96
CCC(C)N1CCCC1C(=O)Nc1c(C)cc(C)cc1C (centres undefined),-2.2,12,-2.9,0.3,4.4,-2,2,-3,-2,1,104
COC(=O)CCC(=O)OC1(C)C(=O)C=C2C=C(C3CC3)N(C3CCCCC3)C=C2C1=O (centres undefined),0.0,-23,1.7,3.8,2.4,19,3,-4,-21,6,102
COC(=O)C1=C(SC)N(c2ccc(OC)cc2)C(c2ccccc2)CC1=O (centres undefined),-3.4,0,-0.7,-1.8,3.6,-8,-1,1,9,-6,128
COc1ccc(S(=O)(=O)NCC2CCCN(Cc3cccc(C(C)=O)c3)C2)cc1 (centres undefined),-1.9,9,2.5,0.2,2.3,62*,13,51,-1,-1,134
O=C(c1cc(F)ccc1F)C1CCCN(C(=O)c2ccc(F)cc2Cl)C1 (centres undefined),-3.0,10,4.1,-1.2,-0.2,17,2,-1,6,4,117
C[C@@H]1C=C(C(=O)NC2CC2)O[C@H](OCc2ccc(CO)cc2)C1,1.0,5,2.3,-0.8,3.2,0,12,-1,5,10,107
COc1cc2oc(=O)cc(-c3ccc(-c4ccc(OC(F)(F)F)cc4)cc3)c2c(OC)c1OC,-2.5,-5,-3.6,-2.3,3.6,-3,-4,nt,11,1,100
Cc1nn(Cc2ccc(Cl)c(Cl)c2)c(C)c1NC(=O)c1cn(-c2ccccc2)nc1-c1ccccc1,0.4,-4,0.9,2.5,2.5,15,-11,-16,-13,-2,98
CC[C@@H]1C(c2ccccc2)=NN(c2ccccc2)[C@H]1C(=O)N1CCOC1=O,0.0,16,-0.4,2.1,0.9,45,-29,nt,-10,-5,99
COc1ccc(C(=O)NCC(c2cccnc2)N2CCN(c3ccc(F)cc3)CC2)cc1OC (centres undefined),-0.5,3,-2.6,-2.2,-0.6,6,-24,7,12,-2,85
O=S(=O)(c1ccc(S(=O)(=O)N(Cc2ccccc2)Cc2ccco2)cc1)N1CCCC1,0.9,7,2.5,-2.1,0.2,-1,nt,-22,12,9,128
CCCCCN(C(=O)CCC(=O)OCC(=O)N1CCCCC1CC)c1c(N)n(CCCC)c(=O)[nH]c1=O (centres undefined),nt,7,nt,-0.6,2.6,0,1,nt,2,12,103
Cc1ccc(C(=O)NC(C)c2ccc(C)c(C)c2)s1 (centres undefined),-3.4,-9,1.9,3.4,0.6,-10,-9,16,-17,-10,nt
COC(=O)C1=C(O)/C(=C\c2ccc(OCC(=O)Nc3ccc(OC)cc3)cc2)N=C1C,1.1,-3,1.1,-2.3,3.8,-1,-44,6,12,-9,103
COc1ccc(C2NN=C(c3c[nH]c4ccccc34)C2O)cc1 (centres undefined),0.4,-6,2.2,3.9,2.5,-5,21,3,-22,-4,117
